Compound activity: PubChem BioAssay, several laboratories
CHRM5 antagonist = human M5 muscarinic receptor antagonists, primary screen, CHO cells, Fluo-8 calcium fluorescence; Muscarinic acetylcholine receptor M5 (Homo sapiens), P08912; actives 0.59% (n = 360,000); CHO-hM5 cells, ACh EC80; inhibition, % at 3 µM;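 active = inhibition above a per-plate cutoff, the mean of that plate's test compounds plus 3 SD, cut at about 27% in these data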;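 note: 0% = acetylcholine EC80 with DMSO and 100% = DMSO without agonist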
M4 PAM = human M4 muscarinic receptor positive allosteric modulators, primary screen, CHO-K1 cells, Fluo-8 calcium fluorescence. activation, % at 3 µM. actives 0.4% (n = 360,000). Muscarinic acetylcholine receptor M4 (Homo sapiens), P08173. CHO-K1 hM4/Gqi5, ACh EC20; 0% = ACh EC20, 100% = maximal ACh;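 active = activation above its plate's cutoff, the mean activation of sample wells plus 3 SD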; note: some results filed as inactive read as strong as hits
Target sequence (P08173 whole entry, looked up): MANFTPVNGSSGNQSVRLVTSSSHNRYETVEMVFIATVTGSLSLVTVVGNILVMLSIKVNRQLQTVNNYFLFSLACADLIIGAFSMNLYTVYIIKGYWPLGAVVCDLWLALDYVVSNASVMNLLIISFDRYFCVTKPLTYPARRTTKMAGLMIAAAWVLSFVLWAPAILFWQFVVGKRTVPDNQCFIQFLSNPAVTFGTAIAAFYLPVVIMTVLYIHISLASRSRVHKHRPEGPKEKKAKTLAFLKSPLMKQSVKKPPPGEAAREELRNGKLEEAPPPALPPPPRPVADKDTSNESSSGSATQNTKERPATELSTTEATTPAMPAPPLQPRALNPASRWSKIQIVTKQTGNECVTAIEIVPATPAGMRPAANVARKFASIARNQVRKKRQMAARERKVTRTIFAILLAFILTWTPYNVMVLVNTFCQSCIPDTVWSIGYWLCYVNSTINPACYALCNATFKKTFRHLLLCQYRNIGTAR
TAAR1 agonist = human TAAR1 agonists, primary screen, Fluo-8 calcium fluorescence, CHO RD-HGA16 cells; Trace amine-associated receptor 1 (Homo sapiens), Q96RJ0; vehicle wells 0%, saturating PEA agonist 100%; activation, % at 3 µM; actives 0.99% (n = 360,000);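 active = activation above the mean activation of all test compounds in the run plus 3 SD, cut at about 38% in these data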
Target sequence (Q96RJ0 whole entry, looked up): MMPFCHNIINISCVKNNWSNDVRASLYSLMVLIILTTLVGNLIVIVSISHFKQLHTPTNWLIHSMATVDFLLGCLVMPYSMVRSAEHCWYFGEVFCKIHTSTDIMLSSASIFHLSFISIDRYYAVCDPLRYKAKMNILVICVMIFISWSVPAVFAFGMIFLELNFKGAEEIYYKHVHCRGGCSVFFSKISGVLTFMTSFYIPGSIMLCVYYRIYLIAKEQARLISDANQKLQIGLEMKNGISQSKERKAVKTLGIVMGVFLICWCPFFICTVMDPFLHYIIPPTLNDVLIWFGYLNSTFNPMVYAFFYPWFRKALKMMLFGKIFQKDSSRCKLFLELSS
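Signal – calcium-sensitive Fluo-8 signal, excitation 470-495, emission 515-575 nm · System – RD-HGA16 (CHO) cells co-expressing Gα16 and hTAAR1 · Incubation – 17-24 h seeding, 75 min 37 °C dye, 30 min RT · Compound dosing – 3 µM single concentration · Repeats – no replicates (n 1)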
M5 ag = human M5 muscarinic receptor agonists, primary screen, CHO-K1 cells, Fluo-8 calcium fluorescence; CHO-K1 hM5 cells; 0% DMSO wells, 100% maximal acetylcholine response; actives 0.19% (n = 360,000); Muscarinic acetylcholine receptor M5 (Homo sapiens), P08912; activation, % at 3 µM;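 active = activation above the run's mean over test compounds plus 3 SD, cut at about 23% in these data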;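 note: signal is peak over basal fluorescence ratio across the kinetic read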
CRFBP-R2 agonist = agonists of CRF-BP/CRF-R2 complex, primary screen, cell-based, HEK293, calcium dye fluorescence, uHTS. CRF-binding protein / CRF receptor 2 complex (human). calcium dye fluorescence (FLIPR); percent of saturating CRF peptide response. activation, % at 13.2 µM. actives 0.46% (n = 350,000);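 active = activation of at least 50%, plus an integration ratio under a set limit after plate pattern correction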;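 note: plate controls were neutral control wells without compound for no effect and CRF at EC100 for full effect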
TAAR1 antag = human TAAR1 antagonists, primary screen, Fluo-8 calcium fluorescence, CHO RD-HGA16 cells. antagonist. inhibition, % at 3 µM. actives 1.5% (n = 360,000). AID 624466, 2012;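 active = inhibition above a per-plate cutoff, the mean inhibition of test compounds on that plate plus 3 SD, cut at about 49% in these data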;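 note: 0% = DMSO plus EC80 beta-PEA response and 100% = DMSO alone without agonist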
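Test system: CHO RD-HGA16 cells bearing hTAAR1 | Reagent: β-PEA, EC80 | Compound dosing: 3 µM, single point | Schedule: Dye loading 75 min at 37 °C, then 30 min room temperature | Signal: Calcium fluorescence with Fluo-8 | Evaluation: Percent inhibition of PEA-evoked calcium signal, max/basal emission ratio | Control set: DMSO-only wells and EC80 β-PEA-stimulated wells | Repeats: Singlicate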
CRFBP-R2 block = antagonists of CRF-BP/CRF-R2 complex, primary screen, cell-based, HEK293, calcium dye fluorescence, uHTS; CRF-induced calcium fluorescence; inhibition, % at 11.8 µM; actives 0.59% (n = 350,000); AID 588475, 2011;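 active = inhibition of the ligand-induced calcium signal above about 50% at the single tested concentration, limit read from the data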
M5 PAM = human M5 muscarinic receptor positive allosteric modulators, primary screen, CHO-K1 cells, Fluo-8 calcium fluorescence | activation, % at 3 µM | Muscarinic acetylcholine receptor M5 (Homo sapiens), P08912 | actives 0.3% (n = 360,000) | CHO-K1 hM5, ACh EC20 PAM; 0% = ACh EC20, 100% = ACh EC100 | AID 624038, 2012;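 active = activation above the run cutoff, the mean activation of all test compounds plus 3 SD, cut at about 18% in these data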
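System: CHO-K1 hM5 cells. Reagent: acetylcholine, EC20 level. Compound dosing: single dose, 3 µM nominal final test concentration. Timing: Post-acetylcholine fluorescence recording 140 s. Detection: Fluo-8 calcium fluorescence. Read-out: % activation, ACh-normalized. Benchmarks: ACh EC20 and EC100 wells. Repeats: singlicate, one well per test compound.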
CHO-K1 Ca PAM = nonselective calcium activators in parental CHO-K1 cells, primary screen, counter-screen for M1 PAM project, cell-based, Fluo-8 calcium fluorescence, full deck, 1536-well | AID 602247, 2012 | ATP EC20; 0% at ATP EC20, 100% at ATP max | activation, % at 3 µM | actives 0.02% (n = 360,000);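 active = activation above the run cutoff, the mean activation of all test compounds plus 3 SD, cut at about 40% in these data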;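 note: peak over basal fluorescence ratio in a 140 s read after ATP addition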
* marks the source's active call; other numbers are inactive results; / = not tested or not shown.

SMILES	CHRM5 antagonist	M4 PAM	TAAR1 agonist	M5 ag	CRFBP-R2 agonist	TAAR1 antag	CRFBP-R2 block	M5 PAM	CHO-K1 Ca PAM
CCCCC1=CC2=C(c3ccco3)C(=O)C(C)(OC(=O)c3ccc(OC)cc3)C(=O)C2=CN1Cc1ccccc1 (stereo not drawn)	-7	11	4	8	7.1	-4	-58	10	-8
CC(C)C(=O)N1CCC1(C)C(=O)Nc1nc2ccccc2[nH]1 (stereo not drawn)	0	2	2	0	/	-19	/	3	7
CC(=O)c1ccc(NCC2COc3ccccc3O2)c([N+](=O)[O-])c1 (stereo not drawn)	12	-7	2	-2	-2.4	11	31	-6	4
CC(C)c1cccc(C(C)C)c1NC(=O)COC(=O)c1ccc2c(c1)S(=O)(=O)c1ccccc1C2=O	-4	2	3	0	0.8	-18	3	0	20
O=C(CSc1nc2ccccc2o1)N1CCOCC1	13	-1	0	-2	2.0	-5	5	-7	12
Cc1ccc(S(=O)(=O)N2CCCCC2)cc1NC(=O)C1=NN(c2ccccc2)C(=O)CC1	13	9	2	-1	0.3	18	0	-8	-3
O=C(C[n+]1ccc2ccccc2c1)Nc1cc(C(F)(F)F)ccc1Cl	4	-2	1	-5	10	18	-45	1	19
O=C1COCCOCCOCC(=O)NCCN1	1	-4	-1	-3	-3.1	15	1	-3	-12
CCCn1nnnc1NC(=O)CSc1ccc(Cl)cc1	4	-7	-1	1	-1.2	-13	11	-2	-6
Cn1ccnc1Sc1ccc(C=O)cc1[N+](=O)[O-]	6	7	1	1	-1.0	-30	-3	9	-13
CCc1nnc(SCC(=O)Nc2nnc(C)s2)n1CC1CCCO1 (stereo not drawn)	-4	1	0	2	1.4	-11	15	14	14
CCOC(=O)C1CCN(C(=O)c2ccc3c(c2)NC(=O)/C(=C\c2cccc(C)c2)S3)CC1	-2	-13	-1	1	0.2	2	-5	-5	13

By substructure, those above with a nitro group on carbon (two)
SMILES	CHRM5 antagonist	M4 PAM	TAAR1 agonist	M5 ag	CRFBP-R2 agonist	TAAR1 antag	CRFBP-R2 block	M5 PAM	CHO-K1 Ca PAM
CC(=O)c1ccc(NCC2COc3ccccc3O2)c([N+](=O)[O-])c1 (stereo not drawn)	12	-7	2	-2	-2.4	11	31	-6	4
Cn1ccnc1Sc1ccc(C=O)cc1[N+](=O)[O-]	6	7	1	1	-1.0	-30	-3	9	-13

Additional results follow.
SMILES	CHRM5 antagonist	M4 PAM	TAAR1 agonist	M5 ag	CRFBP-R2 agonist	TAAR1 antag	CRFBP-R2 block	M5 PAM	CHO-K1 Ca PAM
CC(NCc1ccc(S(N)(=O)=O)cc1)C(=O)Nc1cc([N+](=O)[O-])ccc1Cl (stereo not drawn)	4	0	0	-1	-13	-4	9	4	-10
O=S(=O)(NCCc1ccccc1)c1cccc2cccnc12	5	-2	63*	-4	-3.8	-9	5	1	24
CCn1nc(CC(=O)Nc2nnc(CC(=O)N3CCOCC3)s2)c2ccccc2c1=O	4	18	3	0	0.2	-1	6	4	14
Cc1cc(C)c(NC(=O)CSc2nc(=O)n(CCN3CCOCC3)c3c2CCCC3)c(C)c1	3	1	-2	-2	-0.3	-27	5	1	2
C[C@H](CO)N1C[C@H](C)[C@H](CN(C)CC2CC2)Oc2ccc(NC(=O)CCN3CCOCC3)cc2C1=O	-2	3	3	-1	1.6	4	4	3	8
O=C(COc1ccccc1F)NNC(=O)c1cccc(-n2cccc2)c1	5	1	2	-2	-3.8	-28	9	-1	19
COc1ccc(S(=O)(=O)NC(CC(=O)NCCc2ccc(OC)c(OC)c2)c2ccco2)cc1 (stereo not drawn)	-10	-1	2	-2	-2.1	-12	15	-2	18
O=C(NCCc1ccc(Cl)cc1)Nc1cccc(Cl)c1	11	-6	10	8	1.4	16	3	-14	13
COc1cccc(/C=N/NC(=S)Nc2cccc(C(=O)O)c2)c1	0	-4	0	0	-0.6	-17	17	2	9
Cc1ccnc(SCC(=O)N2CCN(c3cccc(Cl)c3)CC2)n1	0	1	3	1	-1.2	-16	22	-2	19
CN(C)/C=C(/C(=O)c1ccccc1)S(=O)(=O)c1ccc(Cl)cc1	17	-8	5	-2	4.6	-15	4	-13	11
COc1ccc(NC(=O)COC(=O)c2ccc(F)cc2F)cc1	8	-2	2	0	2.5	-10	-18	-7	-12
COC(=O)C1C(=O)/C(=C(/C)N2CCCC2)C(=O)CC1(C)C (stereo not drawn)	-2	-1	8	5	-0.4	6	-10	5	33
COc1ccc(CCN2CN(S(=O)(=O)c3ccccc3)c3nc4ccccc4nc32)cc1	-1	-9	4	0	-0.4	-8	-11	-1	16
CCCCNC(=O)C1CCN(S(=O)(=O)N2CCCCCC2)CC1	-8	20	4	-2	0.4	16	-4	3	28
CCOc1cc(CNc2ccccc2)cc(Br)c1OCc1ccccc1F	-3	-9	14	-6	-1.8	32	42	-14	-9
CCOC(=O)c1ccc(NC(=O)Cn2nnc(-c3ccccc3)n2)cc1	0	1	5	3	0.4	4	12	-5	14
CCOc1ccc(CCNC(=O)CN2C(=O)c3cccnc3Oc3ccc(Cl)cc32)cc1	9	-10	5	3	-1.2	11	5	-6	4
CC(C)C(=O)N1CCN(c2cc(N3CCN(C)CC3)c(F)cc2[N+](=O)[O-])CC1	7	6	0	-3	0.8	-14	-8	5	5
C=CCn1c(C)nnc1SCC(=O)Nc1cc(S(=O)(=O)N2CCCC2)ccc1Cl	-4	-1	2	1	0.2	-40	9	3	-8
CC(Sc1ccccn1)C(=O)Nc1ccc2c(c1)OCCO2 (stereo not drawn)	8	-2	0	-2	-1.2	-2	-4	-2	14
Cc1c(NC(=O)CSc2nnnn2C)c(=O)n(-c2ccccc2)n1C	-1	4	9	-4	-0.3	-10	-13	2	8
CCN(CCN1CCCC1)C(=O)c1cc(COc2ccccc2SC)on1	-6	-8	-1	-6	2.2	2	0	8	11
O=C(CCCN1C(=O)C2CC=CCC2C1=O)Nc1ccccc1Cl (stereo not drawn)	-10	1	1	-2	-1.8	-1	9	10	10
CCSc1oc(-c2ccco2)nc1S(=O)(=O)c1ccc(F)cc1	-1	-4	18	-6	-1.1	-5	-26	6	-4
Nc1cc(C(=O)O)ccc1N1CCCCCC1	4	4	2	0	-1.1	-3	4	-2	6
O=S(=O)(c1cc(Cl)cc(Cl)c1)N1CCC2CC1c1cc(Cl)ccc12 (stereo not drawn)	-3	2	1	-1	3.1	7	2	3	11
CN(C)CC(C)(C)CNCc1cc(=O)oc2ccc3ccccc3c12	6	0	0	-7	1.2	4	0	-6	-14
O=C(NC(=S)Nc1ccc(S(=O)(=O)Nc2nccs2)cc1)c1cccc(F)c1	-1	4	0	-2	-1.4	16	6	0	26
CN(C)N=Nc1ccc2nc[nH]c2c1	6	7	-1	-1	-1.9	-6	8	4	18
COCCNC(=O)c1ccccc1NS(=O)(=O)c1ccc(Br)s1	8	3	5	-2	3.7	-18	-29	-9	8
CC1CCC2(CC1)NC(=O)N(CC(=O)NC(=O)NC1CCCC1)C2=O (stereo not drawn)	-2	7	1	1	-1.1	-8	-10	-1	-1
CC1(C)CC(=O)C2=C(C1)Nc1cc3c(cc1C2c1ccc2c(c1)OCO2)OCO3 (stereo not drawn)	3	1	2	-4	-2.5	-47	8	-5	1
COc1ccc([C@H]2C[C@@H](n3cc(C4CC4)nn3)[C@H](O)CN2C(=O)C2CCCCC2)cc1	10	0	4	-1	-2.0	-23	26	-2	12
C[C@H](NC(=O)N1CCn2c1nc1ccccc12)C(=O)NCc1ccc2c(c1)OCO2	-18	-1	-1	-5	-2.2	-27	4	4	12
O=C(OCCC1Oc2cccnc2NC1=O)c1ccc(Cl)cc1 (stereo not drawn)	2	8	0	2	0.3	4	-15	-6	2
COc1ccc(Cc2c(O)nc(SCC(=O)N3CCCCCC3)[nH]c2=O)cc1	-1	11	0	-1	1.6	-8	-18	3	-1
CSc1nc(N)nc2c1ncn2C1OC(CO)CC1O (stereo not drawn)	15	-2	1	-1	2.4	7	-8	0	7
Cc1ccc(C(C(=O)NC2CCCCC2)N2CCC3(CC2)OCCO3)cc1 (stereo not drawn)	-3	10	3	0	-0.1	9	-10	-2	21
COc1ccc(N2CCN(S(=O)(=O)CCNC(=O)CCCc3ccccc3)CC2)cc1	3	4	2	2	-0.3	-5	14	0	6
COc1ccc(/C=C/C(=O)NC(=S)NNC(=O)c2cc(OC)c(OC)c(OC)c2)cc1OC	12	-7	11	6	4.0	15	-15	0	14
Cc1nn(CCN)c(C)c1Cl	0	1	91*	-7	3.4	58*	-22	-7	3
CCOC(=O)c1ccccc1NC(=O)c1cncc(Br)c1	6	8	1	-2	2.8	2	-9	1	19
CCOc1ccc(S(=O)(=O)NNC(=S)Nc2ccc(Br)cc2)cc1	9	-1	9	1	-3.8	11	34	-8	4
Nc1ccn([C@@H]2O[C@H](C(=O)NCc3ccc4c(c3)OCO4)[C@@H](O)[C@H]2O)c(=O)n1	-8	-1	1	0	/	-17	/	6	12
CN1CCN(c2nc3c(c(=O)n(C)c(=O)n3C)n2CC(=O)C23CC4CC(CC(C4)C2)C3)CC1	-1	-5	/	0	-2.8	/	-52	-2	14
O=C(Nc1nc2ccc(F)cc2s1)Oc1ccccc1	2	2	3	1	0.2	-10	-8	1	-8
CCOC(=O)COc1cc([N+](=O)[O-])cc2cccnc12	6	5	4	2	2.3	-1	4	0	3
Cc1ccc(S(=O)(=O)Nc2cccc(C(=O)N3CCOCC3)c2)c(C)c1NS(C)(=O)=O	-4	6	0	-4	-1.0	-9	-5	5	9
Cc1ccc(S(=O)(=O)NC(CC(=O)NCC2CCCO2)c2ccco2)cc1 (stereo not drawn)	-17	2	5	-2	-1.4	-33	10	-5	9

Compounds above with a COOH group:
SMILES	CHRM5 antagonist	M4 PAM	TAAR1 agonist	M5 ag	CRFBP-R2 agonist	TAAR1 antag	CRFBP-R2 block	M5 PAM	CHO-K1 Ca PAM
COc1cccc(/C=N/NC(=S)Nc2cccc(C(=O)O)c2)c1	0	-4	0	0	-0.6	-17	17	2	9
Nc1cc(C(=O)O)ccc1N1CCCCCC1	4	4	2	0	-1.1	-3	4	-2	6
